HADH2 inh: HADH2 (human) dehydrogenase inhibition; Q99714; recombinant HADH2, NADH fluorescence, beta-hydroxybutyryl-CoA; Potency, µM (series often up to 57.1 µM), for inactives: at the highest dose activity change, negative = inhibition, hits mostly inhibitors; actives 3.4% (n = 73,000); note: potency is the fitted concentration of half-maximal effect; % is set by controls: 0 for no effect and ±100 for the full control effect; nearly all actives have a fitted effect of over 60% in size; many of its hits are not listed in these tables
Target sequence (Q99714 whole entry, looked up, one chain of several): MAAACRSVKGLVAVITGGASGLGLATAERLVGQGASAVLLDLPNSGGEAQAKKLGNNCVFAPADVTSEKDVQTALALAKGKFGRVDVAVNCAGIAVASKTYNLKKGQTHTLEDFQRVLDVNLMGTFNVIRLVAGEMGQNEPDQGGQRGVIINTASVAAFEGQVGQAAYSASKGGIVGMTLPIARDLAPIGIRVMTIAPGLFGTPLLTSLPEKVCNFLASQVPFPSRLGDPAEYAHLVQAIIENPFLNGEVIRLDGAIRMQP
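E. coli-expressed His-tagged HADH2 tested at 20 nM in alkaline Tris buffer (pH 9.0); oxidation of 90 uM beta-hydroxybutyryl-CoA with 1 mM NAD+ tracked fluorimetrically for 4 min.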
Epigenetic mod: derepresses silenced GFP locus in mouse C127i cells; mouse C127i GFP locus derepression, cytometry, 30 h; Potency, µM (doses to about 46.1 µM), inactives show at the top dose GFP derepression (activation); actives 0.09% (n = 68,000); note: % of control where 0% means no effect
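Locus derepression in mouse mammary C127i cells whose integrated CMV-GFP reporter is normally silent; GFP expression after 30 h compound treatment was quantified by counting fluorescent cells.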
DNA Pol III inh: inhibitors of bacterial DNA polymerase III holoenzyme. reconstituted DNA polymerase III holoenzyme replication, biochemical. Potency, µM (series often up to 57.1 µM), for the others: at the top dose activity change, negative = inhibition. actives 0.25% (n = 71,000). AID 603; note: potency is the fitted concentration of half-maximal effect; % is set by controls: 0 for no effect and ±100 for the full control effect
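Reconstituted *E. coli* holoenzyme (0.35 nM Pol III, 1 nM beta, 154 nM SSB, 2 nM primase) was preincubated with compound for 15 min at RT. Synthesis on 1.4 nM ssM13Gori ran 35 min, then was stopped with PicoGreen/EDTA and read as dsDNA fluorescence.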
BRCT PPI red: BRCT-phosphoprotein interaction inhibition (red fluorophore); AID 892; Potency, µM (titrated, usually from 76.9 µM), without a hit: at the highest dose activity change, negative = inhibition, most hits filed as inhibitors; actives 0.03% (n = 75,000); BRCT-phosphopeptide binding, red fluorescence polarization; note: % is set by controls: 0 for no effect and ±100 for the full control effect
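Rhodamine-labelled pBACH1 10-mer (100 nM) bound to BRCT domain (100 nM) at pH 7.3; compounds incubated 12 min room temperature, polarization read. Free peptide defines full inhibition; unlabelled decapeptide titrated as control.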
Hsp90 Hop PPI: changes Hsp90-Hop TPR2A binding signal, up or down; AlphaScreen TPR2A-His6 binding biotin-Hsp90 C-terminal peptide; Potency, µM (series often up to 57 µM), for inactives: at the highest dose activity change, negative = inhibition; actives 0.44% (n = 71,000); active = well fitted curve in either direction with a large enough effect; inconclusive = small, poorly fitted or top-dose-only effect, or another doubt; note: potency is the fitted concentration of half-maximal effect; % is set by controls: 0 for no effect and ±100 for the full control effect; many of its hits are not listed in these tables
USP2a inhib: inhibitors of human ubiquitin-specific protease USP2a; O75604; actives 0.1% (n = 60,000); USP2a enzymatic assay, qHTS inhibition; Potency, µM (series often up to 38.3 µM), for inactives: at the highest dose activity change, negative = inhibition, usual class: inhibitors;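 note: potency is the fitted concentration of half-maximal effect; nearly all actives have a fitted effect of over 60% in size; plate controls were DMSO for no effect and NEM full inhibition control for full effect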
Target sequence (O75604 whole entry, looked up): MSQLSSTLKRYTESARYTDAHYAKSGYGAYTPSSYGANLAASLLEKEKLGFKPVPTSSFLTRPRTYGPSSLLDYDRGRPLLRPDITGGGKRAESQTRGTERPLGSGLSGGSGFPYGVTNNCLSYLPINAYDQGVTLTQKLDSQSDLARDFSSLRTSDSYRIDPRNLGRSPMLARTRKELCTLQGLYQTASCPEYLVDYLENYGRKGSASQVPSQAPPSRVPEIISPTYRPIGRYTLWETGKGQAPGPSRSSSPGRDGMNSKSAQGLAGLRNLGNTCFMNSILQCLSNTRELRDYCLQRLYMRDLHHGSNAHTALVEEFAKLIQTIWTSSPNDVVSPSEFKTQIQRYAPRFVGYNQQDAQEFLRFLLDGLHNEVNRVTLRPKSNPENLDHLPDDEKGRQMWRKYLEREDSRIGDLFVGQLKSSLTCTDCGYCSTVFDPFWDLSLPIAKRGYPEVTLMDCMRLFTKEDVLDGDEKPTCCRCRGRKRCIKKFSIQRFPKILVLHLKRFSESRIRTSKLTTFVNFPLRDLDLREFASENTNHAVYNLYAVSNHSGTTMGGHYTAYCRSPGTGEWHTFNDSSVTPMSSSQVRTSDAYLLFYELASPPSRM
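USP2 core (20nM final) preincubated 30 min RT with compound, then Ub-PLA2 20nM and NBD C6-HPC 20uM final added; buffer 20mM Tris-HCl pH 8.0, 2mM CaCl2. Fluorescence Ex 460/Em 535 read at 0 and 2.5 h; normalized to NEM.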
CRE Fsk mod: alters forskolin-stimulated CRE reporter signaling in CHO cells. CHO CRE-bla reporter (cAMP response element driving beta-lactamase), forskolin EC10, beta-lactamase ratio. Potency, µM (highest dose often 38.2 µM), without a hit: top-dose activity change, negative = inhibition, actives largely listed as activators. actives 2.5% (n = 71,000). AID 662; active = well fitted activation curve with a large enough effect in the signal ratio, with a control signal flat, not every such curve was filed as active; inconclusive = small, poorly fitted or top-dose-only effect, or effect the other way, or a change in a side signal; the % refers to the signal ratio; note: potency is the fitted concentration of half-maximal effect; % of control where 0% means no effect
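CRE-bla CHO cells stimulated with EC10 NKH 477 (water-soluble forskolin) and compound titrations, 3 h at 37C; beta-lactamase read with CCF4 after 2 h at room temperature. Activity from 460/530 nm emission ratio, AC50 values for positive or negative modulation.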
BRCT PPI green: inhibitors of human BRCA1 BRCT-phosphoprotein interaction (green fluorophore) | P38398 | BRCA1 BRCT-phosphopeptide binding, green fluorescence polarization | Potency, µM (titrated, usually from 76.9 µM), for the others: top-dose activity change, negative = inhibition, usual class: inhibitors | actives 0.05% (n = 75,000);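 note: potency is the fitted concentration of half-maximal effect; plate controls were peptide without protein for full effect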
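Compounds were incubated for 12 min at room temperature with a complex of 100 nM fluorescein-tagged pBACH1 decapeptide and 250 nM His-tagged BRCT protein. Buffer was phosphate pH 7.3 with EDTA, DTT and Tween 20. Disruption of binding lowers the polarization signal.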
HBB splicing: modulators of hemoglobin beta chain splicing. HBB splicing reporter cell assay, activation; EGFP reporter with mutant IVS2-654 intron; response scale: normalised to 500 nM splice-correcting PNA. Potency, µM (titrated, usually from 46.1 µM), for inactives: at the highest dose activation, most hits filed as activators. actives 0.06% (n = 65,000). AID 925; note: potency is the fitted concentration of half-maximal effect; 0% is about no effect
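HeLa cells stably expressing EGFP interrupted by mutant beta-globin intron 2 (IVS2-654), 500/well in 2% FCS. Treated with compound for 2 days at 37C. Splicing correction scored as total well GFP intensity (488 nm excitation, 500-520 nm emission); 500 nM antisense PNA served as control.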
Ub-GFP proteasome: proteasome inhibitors stabilizing ubiquitin-GFP reporter | Ubiquitin-GFP reporter cells, proteasome inhibition, GFP fluorescence; response scale: untreated = 0%, 10 µM MG-132 = 100% | AID 526 | 67,000 tested, under 10 active | Potency, µM (top dose mostly 45.9 µM), for the others: at the top dose activation (GFP accumulation), usual class: activators; active = well fitted activation curve with a large enough effect, not every such curve was filed as active; inconclusive = small, poorly fitted or top-dose-only effect, or another doubt; inactive = no such curve, though single readings can be large or run the other way; note: potency is the fitted concentration of half-maximal effect
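Proteasome blockade was scored as a rise in GFP-expressing U2OS cells carrying a ubiquitin(G76V)-GFP construct, imaged after 4 hr compound treatment at 37 °C across a 46 uM–2.9 nM series.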
ALOX15 inhib: inhibitors of human 15-lipoxygenase (ALOX15); P16050; purified 15hLO-1, xylenol orange hydroperoxide absorbance; Potency, µM (top dose mostly 57.1 µM), without a hit: top-dose activity change, negative = inhibition, actives largely listed as inhibitors; actives 1.4% (n = 74,000); AID 887; note: potency is the fitted concentration of half-maximal effect; % is set by controls: 0 for no effect and ±100 for the full control effect; nearly all actives have a fitted effect of over 55% in size
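Purified human 15hLO-1 (40 nM) in 25 mM Hepes pH 7.5, 0.01% Triton X-100, preincubated 15 min RT with compound, then 50 uM arachidonic acid for 6 min. Hydroperoxide read by ferrous/xylenol orange, 30 min; 573/405 nm absorbance ratio gave progress.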
* hit, by the source's call; u = inconclusive; x = no result given; [ ] = another dose, or the depositor's remark. Unless noted, calls come from the whole dose curve; as a rule, active = well fitted curve in the direction sought with a large enough effect; inconclusive = small, poorly fitted or top-dose-only effect, or another doubt; inactive = no such curve, though single readings can be large; an effect the other way counts as inactive or inconclusive.

Second line of a record – HADH2 inh | Epigenetic mod | DNA Pol III inh | BRCT PPI red | Hsp90 Hop PPI | USP2a inhib | CRE Fsk mod | BRCT PPI green | HBB splicing | Ub-GFP proteasome | ALOX15 inhib
[1] COc1cccc(NC(=O)c2ccc(CN3CCOCC3)cc2)c1
    1% | 1% | -5% | 0.6% | -1% | 1% | 2% | -1.7% | -0.2%[57.5 µM] | 5% | 3%
[2] Cc1cccc(N2CCN(CC(=O)NCC3CCCCC3)CC2)c1C
    6% | -1% | -6% | 0.5% | 0% | -11% | -12% | -1.4% | -1.1% | -1% | u
[3] N=c1n(Cc2ccccc2)c2ccccc2n1CC(O)COc1ccccc1 (configuration not stated)
    -25% | 3% | -5% | 0.4% | -12% | 18% | u | -0.3% | -1.3% | -8% | u
[4] C[N+](C)(C)CCCCCNCC12CC3CC(CC(C3)C1)C2
    9% | 0% | -2% | 2.5% | u | x | -7% | -2.0% | x | -1% | 0%[25.6 µM]
[5] COc1ccc(C(=O)NCc2nnc(SCC(=O)Nc3cc(C)cc(C)c3)o2)cc1OC
    1% | 2% | -6% | -0.8% | -1% | 16% | u | -0.5% | -0.5% | 3% | -3%
[6] Oc1c(CN2CCOCC2)ccc(CN2CCOCC2)c1O
    0.32µM* | 0%[9.22 µM] | -4%[11.4 µM] | 0.8%[15.4 µM] | -2%[11 µM] | x | -4%[7.6 µM] | -1.8%[15.4 µM] | -0.2%[9.22 µM] | -5%[9.17 µM] | u
[7] COc1cc(/C=N\n2nnnc2N)ccc1OCc1ccc(F)cc1
    u | -2% | -1% | 1.5% | -2% | 15% | 29% | 0.7% | -0.1% | 6% | u
[8] O=C1c2ccccc2-c2c1nc1c([n+]2[O-])CCCC1
    -6% | 6% | -9% | 0.0% | -2% | -12% | 2.5µM* | -1.7% | 2.0%[57.5 µM] | -2% | -1%
[9] C[C@@]12C[C@H](O)[C@@H]3[C@H](CCC4=CC(=O)CC[C@]43C)[C@H]1CC[C@@H]2c1csc(-c2ccccc2)n1
    10%[11.4 µM] | -1%[9.22 µM] | 11%[11.4 µM] | -0.1%[15.4 µM] | -3%[11 µM] | x | 9%[7.6 µM] | -1.2%[15.4 µM] | -1.6%[9.22 µM] | 0%[9.17 µM] | 14%[11.4 µM]
[10] CC(=O)NCCn1c(SCc2ccccc2F)nc2ccccc2c1=O
    11% | -1% | -11% | -2.0% | -3% | 16% | u | 0.9% | 1.2% | 13% | -3%
[11] CCC(=O)N1CCc2cc(S(=O)(=O)NCCC(=O)N3CCN(Cc4ccccc4)CC3)ccc21
    9% | 0% | -5% | -1.7% | -2% | 5% | u | 1.1% | 1.5% | -13% | 0%
[12] CCOC(=O)N1CCN(C(=O)C2CCC(CNS(=O)(=O)c3ccccc3)CC2)CC1 (configuration not stated)
    1% | 0% | -6% | -1.8% | -3% | 3% | -11% | -1.9% | -1.1% | 5% | 5%
[13] CC1CCCC(C)N1CCCNC(=O)c1cc2c(=O)n(C)c3ccccc3c2n1C (configuration not stated)
    u | x | -10% | -2.4% | -2%[2.3 µM] | x | u | -0.5% | -1.2% | -11% | -2%
[14] CCOCCCn1c(=S)[nH]c2cc3c(cc2c1=O)OCO3
    -9% | 1% | -4% | 1.0% | -4% | 1% | 16% | -2.0% | -2.0%[0.369 µM] | 0% | -5%
[15] COc1ccc(C)cc1S(=O)(=O)N(C)CC(=O)Nc1ccccc1
    9% | 3% | -7% | -2.2% | u | 4% | 6% | -2.6% | -0.2% | 5% | -11%
[16] N=C(N)c1ccc(OCCCCCOc2ccc(C(=N)N)cc2)cc1
    4% | -2%[20.6 µM] | -12% | 0.1% | 3% | -3% | -10% | 38%[activator] | 0.0% | -1%[20.5 µM] | u
[17] CCOC(=O)c1cc2sccc2n1Cc1ccccc1
    -8% | -4% | 1% | -0.5% | u | -6% | 2% | -0.3% | x | 1% | -6%
[18] CCOC(=O)c1cnc2cc3c(cn2c1=O)CCCC3
    20µM* | 3% | -3% | -1.9% | -4% | -7% | 14% | 3.2% | -0.6% | -4% | 14%
[19] COc1ccc(OC)c(C2C(C(N)=O)=C(C)Nc3nc(CCCO)nn32)c1 (configuration not stated)
    5% | -2% | -7% | -0.8% | -2% | x | -4% | -0.4% | 0.4% | 14% | 13%
[20] COc1ccccc1CNc1nc(-c2cccnc2)nc2ccccc12
    u | -2%[9.22 µM] | -2% | -0.6% | 1% | u | u | 1.5% | -0.4% | -2% | 25µM*
[21] CCN1C(C)=C(C(=O)OC)C(c2ccccc2)N2C(=O)[C@](O)(C(=O)OC)CC(C(C)=O)=C12 (some centres not stated)
    -1%[11.4 µM] | x | x | -0.2%[15.4 µM] | x | x | x | 1.2%[15.4 µM] | 1.9%[9.22 µM] | x | 9%[11.4 µM]
[22] CCCCCCn1cnc2c(c1=O)c1nc3ccccc3nc1n2Cc1cccs1
    21% | 2% | -2% | -1.8% | -2% | 5% | u | -3.4% | -2.0%[57.5 µM] | 7% | 7%
[23] COc1ccc(C2CC(c3ccccc3C)n3nc(N)nc3N2)cc1 (configuration not stated)
    4% | x | -2% | 0.3% | -5%[2.3 µM] | x | -2% | -3.0% | 0.2% | 0% | 8%
[24] O=C(NCC1COc2ccccc2O1)C1CCC(CNc2c(N3CCCCC3)c(=O)c2=O)CC1 (configuration not stated)
    2% | x | -2% | 0.1% | -6%[2.3 µM] | x | -15% | -1.9% | 1.9% | 6% | 4%
[25] CN(C)C(=O)c1ccc(-c2cc(N(C)Cc3ccco3)ncn2)cc1
    -6% | 0%[9.22 µM] | -6% | 1.0% | 0% | 12% | 3% | 0.3% | 0.8% | -2% | -8%
[26] Cc1ccccc1N1C(=O)c2ccccc2C1Nc1cccnc1 (configuration not stated)
    14% | x | 3% | -0.8% | -2%[2.3 µM] | x | 2% | -1.9% | 0.1% | -3% | 9%
[27] O=C1CCC(=O)N1CNc1cccnc1
    11% | -2% | 2% | -0.4% | -9% | x | 2% | -2.5% | 0.1% | -11% | -8%
[28] CCC(C(=O)NCc1ccco1)n1nc(-c2ccc(OC)cc2)ccc1=O (configuration not stated)
    -5% | 6% | -7% | 0.6% | -2% | 49%[activator] | -13% | -3.1% | -0.1% | -8% | -10%
[29] CC1(C)C(=O)OC(c2cc(Br)ccc2O)C(C)(C)C1=O (configuration not stated)
    -5% | 2% | -2% | 0.9% | -1% | 2% | 6% | -2.1% | -0.8%[9.22 µM] | -5% | -3%
[30] Cc1ccc2c(c1)N(CCC(=O)NCC1CCCO1)C(=O)CO2 (configuration not stated)
    9% | 0% | -6% | -1.4% | 2% | 3% | -8% | -0.9% | -0.2% | 2% | -1%

Compound profiles, as listed above. Order of screens: HADH2 inh | Epigenetic mod | DNA Pol III inh | BRCT PPI red | Hsp90 Hop PPI | USP2a inhib | CRE Fsk mod | BRCT PPI green | HBB splicing | Ub-GFP proteasome | ALOX15 inhib
`Cc1ccccc1N1C(=O)c2ccccc2C1Nc1cccnc1` (configuration not stated) is entered as 14% | x | 3% | -0.8% | -2%[2.3 µM] | x | 2% | -1.9% | 0.1% | -3% | 9%
`CC(=O)NCCn1c(SCc2ccccc2F)nc2ccccc2c1=O` is entered as 11% | -1% | -11% | -2.0% | -3% | 16% | u | 0.9% | 1.2% | 13% | -3%
`COc1cccc(NC(=O)c2ccc(CN3CCOCC3)cc2)c1` is entered as 1% | 1% | -5% | 0.6% | -1% | 1% | 2% | -1.7% | -0.2%[57.5 µM] | 5% | 3%

Screen by screen, from the results shown:
ALOX15 inhib, entries 1–7, in order: 3%, u, u, 0%[25.6 µM], -3%, u, u

This is a subset; count on the stated rates, not on these rows.
